RGS12 GoLoco inh: inhibitors of human Gai1-RGS12 GoLoco interaction (red fluorophore); hit rate 0.44% among 230,000; P63096; Potency, µM (titrated, usually from 61.6 µM), for the others: top-dose activity, negative = inhibition, actives largely listed as inhibitors; AID 880; Gai1:RGS12 GoLoco peptide FP, rhodamine, 10 min; active = well fitted inhibition curve with a large enough effect, not every such curve was filed as active; inactive = no such curve, though single readings can be large or run the other way; note: nearly all actives have a fitted effect of over 30% in size; many of its hits are not listed in these tables
Target sequence (P63096 whole entry, looked up): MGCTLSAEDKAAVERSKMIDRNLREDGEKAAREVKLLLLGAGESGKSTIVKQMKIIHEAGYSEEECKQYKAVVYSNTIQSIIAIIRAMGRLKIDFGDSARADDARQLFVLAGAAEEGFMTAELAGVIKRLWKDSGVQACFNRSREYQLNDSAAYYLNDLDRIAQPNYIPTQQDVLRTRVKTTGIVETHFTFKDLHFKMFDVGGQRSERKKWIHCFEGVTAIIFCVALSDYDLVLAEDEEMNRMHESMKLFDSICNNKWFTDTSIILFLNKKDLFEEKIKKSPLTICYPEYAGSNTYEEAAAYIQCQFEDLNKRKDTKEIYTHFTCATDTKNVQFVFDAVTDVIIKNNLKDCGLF
L3MBTL1 block: blocks human L3MBTL1; Q9Y468; AlphaScreen L3MBTL1–H3K9me1 peptide binding; Potency, µM (top dose mostly 57.1 µM), for inactives: at the top dose activity, negative = inhibition, actives largely listed as inhibitors; hit rate 0.66% among 230,000; AID 485360; note: nearly all actives have a fitted effect of over 60% in size
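Read-out is AlphaScreen signal from streptavidin donor and nickel chelate acceptor beads (10 ug/mL final each) bridging L3MBTL1 (50 nM) and biotinylated K9-monomethylated H3(1-15) peptide (75 nM), after 30 min compound exposure at room temperature.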
TRb SRC2 PPI: inhibitors of human thyroid hormone receptor beta-SRC2 interaction. P10828. TRbeta-SRC2 peptide binding, fluorescence polarization; receptor liganded with 1 µM T3. Potency, µM (series often up to 106 µM), inactives show top-dose activity change, negative = inhibition, hits mostly inhibitors. hit rate 0.065% among 280,000;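 note: plate controls were bound peptide for no effect and peptide without receptor for full effect; nearly all actives have a fitted effect of over 50% in size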
Target sequence (P10828 whole entry, looked up): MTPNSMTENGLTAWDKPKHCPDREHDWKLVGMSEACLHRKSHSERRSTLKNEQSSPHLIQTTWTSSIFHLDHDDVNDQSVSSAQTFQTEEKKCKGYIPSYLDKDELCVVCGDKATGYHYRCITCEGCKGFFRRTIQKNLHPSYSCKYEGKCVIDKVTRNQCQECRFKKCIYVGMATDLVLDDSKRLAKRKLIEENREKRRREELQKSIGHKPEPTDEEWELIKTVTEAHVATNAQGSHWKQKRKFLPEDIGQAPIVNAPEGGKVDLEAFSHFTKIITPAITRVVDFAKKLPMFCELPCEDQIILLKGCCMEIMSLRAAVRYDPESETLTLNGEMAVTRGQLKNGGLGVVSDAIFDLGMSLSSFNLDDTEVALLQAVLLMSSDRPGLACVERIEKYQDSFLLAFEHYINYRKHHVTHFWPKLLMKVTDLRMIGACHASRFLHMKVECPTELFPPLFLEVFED
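Fluorescence polarization of 20 nM Texas Red SRC2 peptide (20-aa NR interaction domain) bound to 0.6 uM human TRb ligand-binding domain, with 1 uM T3, after 5 hr at ambient temperature; inhibition seen as decreased polarization.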
TexasRed fluor: counter-screen for TRb-SRC2 inhibitors: fluorescence interference. TRb/SRC2 Texas Red total fluorescence interference. Potency, µM (titrated, usually from 106 µM), for inactives: at the highest dose fluorescence change, negative = quenching. hit rate 0.29% among 280,000; active = well fitted curve in either direction with a large enough effect; inconclusive = small, poorly fitted or top-dose-only effect
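Flags fluorescent or light-absorbing compounds by total fluorescence, S + 2P, at 555 nm excitation and 632 nm emission. Mixture: 20 nM Texas Red SRC2 peptide, 0.6 uM human TRb LBD, 1 uM T3, 5% DMSO; compound exposure 5 h at ambient temperature.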
Tau fibril FP: inhibitors of human tau fibril formation; K18 P301L tau heparin fibrillization, Alexa594 FP, 6 h; hit rate 0.39% among 280,000; Potency, µM (highest dose often 57.7 µM), inactives show at the top dose activity, negative = inhibition, hits mostly inhibitors; AID 1468; note: nearly all actives have a fitted effect of over 55% in size
Target sequence (P10636 561-689 P618L limits assumed): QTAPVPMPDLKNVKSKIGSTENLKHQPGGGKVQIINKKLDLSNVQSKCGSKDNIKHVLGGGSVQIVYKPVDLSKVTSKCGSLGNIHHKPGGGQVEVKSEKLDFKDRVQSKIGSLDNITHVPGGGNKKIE
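Human K18 P301L fragment (15 uM unlabeled plus 0.24 uM Alexa 594-labeled) in 100 mM sodium acetate pH 7 with compound, aggregation induced by 20 uM heparin for 6 hr at 37 C. ThT (30 uM) added for 1 hr, then Alexa 594 FP read.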
JMJD2E inh: inhibitors of human JMJD2E histone demethylase; hit rate 1.6% among 230,000; JMJD2E catalytic domain, FDH-coupled NADH fluorescence (FDH is formaldehyde dehydrogenase); Potency, µM (doses to about 57.1 µM), for the others: at the top dose activity change, negative = inhibition, usual class: inhibitors; B2RXH2; active = well fitted inhibition curve with a large enough effect, not every such curve was filed as active; inconclusive = small, poorly fitted or top-dose-only effect, or another doubt; inactive = no such curve, though single readings can be large or run the other way;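 note: 0% = wells with enzyme and -100% = buffer wells without enzyme; nearly all actives have a fitted effect of over 50% in size; many of its hits are not listed in these tables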
RECQ1 inh: blocks DNA unwinding by human RECQ1 | P46063 | RECQ1 DNA unwinding, red fluorescence kinetic read | Potency, µM (titrated, usually from 57.3 µM), for inactives: at the top dose activity, negative = inhibition, actives largely listed as inhibitors | hit rate 0.54% among 240,000 | AID 2549;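 note: plate controls were vehicle for no effect and no enzyme for full effect; nearly all actives have a fitted effect of over 30% in size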
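RECQ1T1 50 nM; forked duplex (20 bp + 30-nt ss tails) 200 nM, ATP 2 mM final; pH 8.0, 2 mM MgCl2, 2.5 ug/ml poly(dI-dC); 15 min compound preincubation; discontinuous kinetic read over 2 h at RT.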
Tau fibril ThT: blocks human tau fibril formation measured by thioflavin T. AID 1460. hit rate 2.1% among 270,000. recombinant tau K18 P301L, heparin-induced fibrillization, ThT fluorescence. Potency, µM (doses to about 57.4 µM), inactives show at the top dose activity, negative = inhibition, hits mostly inhibitors; note: nearly all actives have a fitted effect of over 55% in size
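Using a mix of unlabeled (15 uM) and Alexa 594-labeled (0.24 uM) tau K18 P301L, heparin-triggered fibrillization over 6 hr at 37 C was scored by ThT fluorescence.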
An asterisk follows results filed as active; i = inactive; ? = inconclusive; . = no result given; & = joins results of further samples; [ ] = another dose, or the depositor's remark. Unless noted, calls come from the whole dose curve; as a rule, active = well fitted curve in the direction sought with a large enough effect; inconclusive = small, poorly fitted or top-dose-only effect, or another doubt; inactive = no such curve, though single readings can be large; an effect the other way counts as inactive or inconclusive. Unless noted, % is set by controls: 0 for no effect and ±100 for the full control effect; potency is the fitted concentration of half-maximal effect. Some of the compounds tested; rates above refer to the full screens.

SMILES	RGS12 GoLoco inh	L3MBTL1 block	TRb SRC2 PPI	TexasRed fluor	Tau fibril FP	JMJD2E inh	RECQ1 inh	Tau fibril ThT
CCOC(=O)CCc1c(C)c2cc3c(c(C)c2oc1=O)OCN(CCc1ccccc1OC)C3	.	.	0%	?	-1%	.	.	?
Cc1ccc2[nH]c(=O)c(CN(Cc3cccnc3)Cc3nnnn3CC3CCCO3)cc2c1 (stereo unspecified)	-1%	.	2%	-1%	-3%	?	i	.
Cc1cccc(S(=O)(=O)CC(=O)Nc2nc(-c3ccccc3)cs2)c1	-8%	.	-11%	3%	-12%	-5%	i	-18%
O=C(NC(=S)NCCc1ccccc1)c1ccccc1	-1%	-3%	-10%	-2%	-4%	-6%	-17%	-15%
CCOc1ccc(N2CC(C(=O)Nc3ncccc3C)CC2=O)cc1 (stereo unspecified)	.	-1%	-9%	0%	2%	5%	-1%	-3%
O=S(=O)(c1cccc(-c2nc3ccccc3s2)c1)N1CCOCC1	7%	.	-2%	4%	-7%	-6%	i	-3%
N/C(=N\OC(=O)CCCOc1ccccc1)c1cccc(Br)c1	11%	19%[11.4 µM]	2%	-3%	-6%	4%	i	-9%
CCc1ccc(NC(=O)Cc2c(C(=O)O)n(C)c3ccccc23)cc1	-1%	.	1%	0%	3%	0%	2%	-6%
CC(C)N(C(=O)CSc1nnc(NC(=O)C2CCC2)s1)C(C)C	-10%	5%	-15%	-5%	3%	9%	-9%	16%
Cc1ccc(SCc2cc(=O)[nH]c(Nc3nc(C)c4ccccc4n3)n2)cc1	4%	-15%	-6%	0%	0%	25%	i	?
Cc1ccc(NC(=O)COC(=O)CN2C(=O)c3ccccc3C2=O)cc1S(=O)(=O)N(C)C	5%	.	3%	0%	-1%	6%	-2%	6%
O=C(NCc1cn2ccccc2n1)c1ccc2c(c1)OCO2	6%	.	-14%	1%	-17%	?	0%	-8%
Cc1ccc(Nc2nc(Cl)c(C=O)s2)cc1	113%[activator]	9%	1%	-3%	14%	-2%	-6%	?
Cc1cnc(C(=O)Oc2c(C)ccc(C)c2C)cn1	3%	.	0%	-1%	2%	-5%	-1%	-5%
COc1cc(C=O)c(Br)cc1OCc1ccc(C)cc1	3%	37%[activator]	-2%	-5%	0%	-1%	-3%	?
Cc1ccc(SCC(=O)NC(=O)NCCC(C)C)c(C)c1	4%	9%	-1%	-4%	4%	-1%	i	-8%
N#Cc1c2c(c(-n3cnc4ccccc43)n3c1nc1ccccc13)CCC2	17%	39%[activator]	-3%	-6%	-7%	?	i	-8%
O=C1c2ccccc2C(=O)c2c(O)ccc(O)c21	28µM*	.	-2%	1%	?	-15%	i	?
Cc1nc2c(C)cccc2c2c1CCS2	9%	16%	-4%	0%	-2%	-9%	-5%	2%
Cc1cc(C)cc(NC(=O)Cn2c3ncccc3c(=O)n2-c2ccc(C)c(C)c2)c1	.	.	2%	0%	?	.	.	-1%
CCC(=O)Nc1ccc(S(=O)(=O)N2CCOCC2)cc1	-2%	.	-16%	-1%	2%	-2%	-8%	-9%
CCCCC/C=C\C/C=C\C/C=C\C/C=C\CCCC(=O)O[C@@H](CO)COCCCCCCCCCCCCCCCC	4%&-7%	.	-2%&6%	0%&-4%	5%&2%	8%	-5%&-18%	-3%&3%
CN(c1ccc(OCC(=O)NCc2cccnc2)cc1)S(=O)(=O)c1ccc(Cl)cc1	7%	-4%	2%	-1%	2%	8%	-2%	1%
O=C(CSc1cccc[n+]1[O-])N1CCCCCC1	-35%	4%	-4%	-3%	-4%	-30%	4%	4%
COc1cc(/C=N/NC(=O)c2c(-c3ccccc3)noc2C)ccc1O	2%	.	0%	-1%	3%	2%	-8%	-1%
Nc1cccc(Cl)c1N1CCOCC1	12%	6%	-4%	1%	2%	-6%	-7%	5%
Cc1ccc(-c2nnc(Nc3ccc(Cl)cc3)c3ccccc23)cc1S(=O)(=O)N1CCOCC1	.	.	-5%	-8%	?	.	.	?
Cc1ccc(NC(=O)c2cc3c(-c4ccccc4)nn(-c4ccccc4)c3s2)cc1	.	.	13%	-6%	?	.	.	-14%
CCNC(=S)NNC(=O)c1cc(-c2ccccc2C)nc2ccccc12	-5%	-6%	-24%	0%	4%	?	-11%	-8%
Nc1ccc2nc(-c3cc(Cl)c(N)c(Cl)c3)[nH]c2c1	40%[activator]	6%	11%	-4%	14%	6%	2%	14µM*
Cc1ccc(-c2nnn(CC(=O)N(c3cccc(O)c3)C(C(=O)NC(C)(C)C)c3cccs3)n2)o1 (stereo unspecified)	-10%	-8%	-3%	1%	8%	-3%	-2%	-8%
CCCCn1c(CN2CCOCC2)nc2c1c(=O)n(C)c(=O)n2C	7%	0%	-6%	-8%	3%	-3%	-10%	12%
COc1ccc(CCNC(=O)C2CCN(c3nccc(C)n3)CC2)cc1	9%	8%	-5%	0%	3%	?	i	-3%
Oc1cccc(C2c3[nH]c4ccccc4c3CCN2Cc2ccoc2)c1 (stereo unspecified)	30%	?	10%	-1%	-2%	?	-3%	?
CN(C)CC(C(=O)c1ccccc1)c1ccccc1 (stereo unspecified)	-2%	14%	-1%	0%	?	4%	-2%	?
Nc1cccc(-c2cc(-c3ccccc3)nc(-c3cccc(N)c3)n2)c1	-2%	10%	3%	-9%	7%	?	-16%	?
O=c1cc(-c2ccccc2Cl)oc2ccc([N+](=O)[O-])c(O)c12	6%[88.7 µM]	-3%	12%&2%	-2%&-1%	-3%[81.3 µM]	?	-6%[81.1 µM]	11µM*
O=C(NCCCN1CCOCC1)c1cc(-c2ccccc2)on1	-4%	.	-4%	0%	5%	4%	-10%	8%
CCC(Oc1ccccc1)C(=O)Nc1cc(-c2ccccc2F)nn1-c1ccccc1 (stereo unspecified)	.	.	-2%	-2%	-11%	.	.	3%
COC(=O)c1cn(NC(=O)c2cccc(N(C)C)c2)c(=O)c2ccccc12	-5%	-1%	-14%	-2%	11%	-7%	-6%	-15%

Single records (already shown). Values in the order: RGS12 GoLoco inh	L3MBTL1 block	TRb SRC2 PPI	TexasRed fluor	Tau fibril FP	JMJD2E inh	RECQ1 inh	Tau fibril ThT
Entry for `COC(=O)c1cn(NC(=O)c2cccc(N(C)C)c2)c(=O)c2ccccc12` : -5%	-1%	-14%	-2%	11%	-7%	-6%	-15%
Entry for `Oc1cccc(C2c3[nH]c4ccccc4c3CCN2Cc2ccoc2)c1` (stereo unspecified) : 30%	?	10%	-1%	-2%	?	-3%	?
Entry for `CCC(Oc1ccccc1)C(=O)Nc1cc(-c2ccccc2F)nn1-c1ccccc1` (stereo unspecified) : .	.	-2%	-2%	-11%	.	.	3%
Entry for `Cc1ccc(-c2nnn(CC(=O)N(c3cccc(O)c3)C(C(=O)NC(C)(C)C)c3cccs3)n2)o1` (stereo unspecified) : -10%	-8%	-3%	1%	8%	-3%	-2%	-8%

Other compounds
SMILES	RGS12 GoLoco inh	L3MBTL1 block	TRb SRC2 PPI	TexasRed fluor	Tau fibril FP	JMJD2E inh	RECQ1 inh	Tau fibril ThT
CCOC(=O)C1=C(CN2CCCCC2)NC(=O)NC1c1ccc(C)cc1 (stereo unspecified)	.	.	-13%	0%	-2%	.	.	-5%
Cc1csc(Nc2ccc(Cl)cc2)[n+]1-c1ccc(Cl)cc1	4%	?	1%	-2%	6%	3%	i	?
O=S(=O)(Nc1ccc2oc3c(c2c1)CCCC3)c1cc(Cl)ccc1Cl	.	.	0%	2%	-11%	.	.	-9%
CCCOc1ccc(NC(=O)CC2C(=O)N(c3ccccc3)C(=O)N2CCC(C)C)cc1 (stereo unspecified)	.	.	5%	-1%	1%	.	.	-15%
Cc1c(Cl)cccc1NC(=O)CN1C(=O)CCn2nc(-c3cccn3C)cc21	.	.	1%	-1%	6%	.	.	-9%
O=C(c1cc(-c2ccccc2)on1)N1CCCC1	4%	.	-2%	0%	2%	5%	4%	-1%
CC1(CC(=O)O)C(=O)N=C2C=CC=CN21 (stereo unspecified)	-5%	20%[11.4 µM]	11%	0%	15%	-7%	0%	-3%
CCOc1ccccc1-n1c(=S)sc2c(=O)n(-c3ccccc3)c(=S)[nH]c21	11%	.	4%	1%	-5%	-8%	-11%	-8%
Cc1cc(C)nc(Nc2n[nH]c(-c3ccccc3Cl)n2)n1	0%	11%	-15%	0%	3%	6%	i	-10%
O=C(CCC1CCCC1)N1CCN(S(=O)(=O)Cc2ccccc2)CC1	2%	-1%	4%	-3%	-1%	-1%	2%	-6%
Cc1nnc(SCC(=O)N2CC(=O)Nc3ccccc32)n1-c1ccccc1	-20%	0%	-11%	2%	2%	1%	4%	0%
COc1ccc(Cl)cc1N1C(=O)/C(=C\c2sccc2C)N=C1SCC(=O)NC1CC1	12%	.	-2%	-4%	-5%	6%	-7%	?
CN(C(=O)COC(=O)c1cccc(NS(=O)(=O)c2ccc(F)c(F)c2)c1)C1CCS(=O)(=O)C1 (stereo unspecified)	-10%	-30%	9%	-1%	2%	?	-2%	8%
CN(Cc1ccccc1)C(=O)C1CCN(S(C)(=O)=O)CC1	-5%	2%	-7%	-1%	2%	-10%	i	6%
O=S(=O)(c1ccc(Br)cc1)c1cnc2ccccc2n1	3%	-17%	-7%	-1%	-7%	-5%	0%	?
Cc1ccccc1NC(=O)NC(N)=O	-1%	2%	8%	-2%	-8%	2%	1%	2%
Cc1ccc(C(=O)O)cc1N1CCCC1=O	7%	18%	-9%	0%	6%	9%	i	-4%
CCC(O)CNc1nc(SC)nc2sc3c(c12)CCN(C)C3 (stereo unspecified)	11%	.	-7%	2%	-9%	?	7%	-11%
N#C/C(=C\c1cccc(F)c1)c1nc(-c2cc3ccccc3oc2=O)cs1	.	.	-4%	-1%	-15%	.	.	?
CO/C=C\C=C/c1nnn(-c2ccc(Cl)cc2)n1	-6%	-9%	-6%	-4%	8%	25µM*	-1%	-15%
COC(=O)[C@@H]1C[C@@]2(O)[C@@H](O)[C@@H](O)[C@@H](O)C[C@H]2N1CC1CCCCC1	2%&-2%	.	0%&-3%	-3%&-3%	4%&4%	-2%&8%	0%	-4%&1%
Cc1ccc(N/N=C/c2c(C)c(C#N)c(=O)n(C)c2O)cc1C	210%[activator]	-14%	0%	-1%	9%	-11%	23%	10%

From PubChem
